NCI-60 one-dose screen, 48 h, at 10 µM unless noted. Numbers give growth in % (100 = growth as untreated, 0 = no growth, -100 = all killed).
A549/ATCC: A549/ATCC NSCLC. 81,000 tested, 3.7% active
EKVX: EKVX NSCLC; 71,000 tested, 3% active; AID 1794765
CCRF-CEM: CCRF-CEM leukemia | 77,000 tested, 7% active | AID 1794778
HOP-92: HOP-92 NSCLC cells; 71,000 tested, 6.3% active; AID 1794738
RPMI-8226: RPMI-8226 leukemia cells. 77,000 tested, 7.5% active. AID 1794781
HOP-62: HOP-62 NSCLC | AID 1794735 | 80,000 tested, 3.9% active
MOLT-4: MOLT-4 leukemia cells; 80,000 tested, 6.9% active
M14: M14 melanoma; 80,000 tested, 6.2% active
* = called active by the depositor; · = not tested or not shown; & = joins results of further samples; [ ] = another dose, or the depositor's remark. The calls were made as follows: active = growth percent below 10; inactive = the rest.

Order of values – MOLT-4 | A549/ATCC | EKVX | HOP-92 | RPMI-8226 | HOP-62 | CCRF-CEM | M14
Cc1ccc(-n2cc(-c3ccccc3)c3c(SCC(=O)N/N=C/c4ccccc4[N+](=O)[O-])ncnc32)cc1
    98 | 98 | 82 | 88 | 117 | 95 | 111 | 108
COc1ccc(-c2ccnc3c(C#N)c(Nc4ccccc4)nn23)cc1OC
    85 | 85 | 99 | -0.1* | 78 | 87 | 94 | 117
N#Cc1c(-c2cc(=O)oc3ccc(Cl)cc23)nn(-c2ccccc2)c1N
    63 | 80 | 33 | 111 | 86 | 69 | 84 | 82
CC1(C(=O)OCc2ccccc2)C(=O)C2=C(CCCC2)N1c1ccc(F)cc1 (centres undefined)
    94 | 91 | 88 | 79 | 80 | 80 | 95 | 94
CC1(C)C=CC[C@]2(C)[C@H]3CC[C@@H]4[C@H]5[C@H](C(=O)/C=C/c6cccnc6)CC[C@]5(CO)CC[C@@]4(C)[C@]3(C)CC[C@@H]12
    -31* | -42* | -37* | -93* | -19* | -81* | -2.7* | -74*
CN1CCN(CCNC(=O)Nc2ncccc2OCc2cccc(Cl)c2)CC1
    92 | 82 | 98 | 87 | 103 | 96 | 91 | 87
Cc1nn(-c2ccccc2)nc1C(=O)Nc1ccc2[nH]ncc2c1
    84 | 99 | 97 | 92 | 84 | 123 | 91 | 106
Cc1nn(-c2ccccc2)c(-n2ccnc2)c1/C=N/Nc1nc(-c2ccc([N+](=O)[O-])cc2)cs1
    61 | 76 | 70 | 37 | · | 102 | 78 | 98
Cc1cc(=O)oc2cc(OCCCOc3ccc(/C=C/C(=O)Nc4cccc(Cl)c4)cc3)ccc12
    102 | 94 | 89 | 45 | 87 | 71 | 102 | 97
O=C1COCCN1c1ccc(N2C(=O)C(Cl)C2c2cn(Cc3cccc4ccccc34)c3ccccc23)cc1 (centres undefined)
    96 | 100 | 99 | 101 | · | 102 | 92 | 100
CCCc1ccc(/C=C2\SC(=Nc3ccc(O)c(C(=O)OC)c3)NC2=O)cc1
    87 | 96 | 92 | 80 | 90 | 89 | 106 | 100
CC(=O)NS(=O)(=O)c1ccc(NC(=O)CSC2=NC(c3ccc(Cl)cc3)C(C(C)=O)=C(C)N2)cc1 (centres undefined)
    96 | 94 | 99 | 114 | 101 | 94 | 103 | 99
O=C1/C(=C/C=C/c2ccc(F)cc2)Cc2c(Br)cccc21
    98 | 86 | 96 | 80 | 97 | 89 | 101 | 100
Nc1c(Br)cc(Br)c2c1-c1ccc([N+](=O)[O-])cc1C2
    96 | 94 | 66 | 79 | 98 | · | 91 | 114
COc1ccc(-c2nn(-c3ccccc3)cc2/C=C/C(=O)NNC(=O)Nc2ccc(Cl)cc2)cc1
    84 | 101 | 80 | 94 | 92 | 86 | 66 | 94
Cn1c(SSc2ccc(-c3cccnc3)n2C)ccc1-c1cccnc1
    17&80 | 103&103 | 100&95 | 101&79 | 92&96 | 118&117 | 69&45 | 98&101
CN(C)Cc1ccc[nH]1
    107 | 99 | 90 | 103 | 136 | 117 | 118 | 93
O=C(/C=C/c1cccc(O)c1)c1cccc(-n2cc(-c3ccccc3)[nH]c2=O)c1
    -7.4* | · | 67 | 27 | -45* | 17 | -3.9* | 65
Cc1cc(C(C)(CC(C)C)c2ccc(O)c(C)c2)ccc1O
    81 | 82 | 90 | 88 | 86 | 104 | 92 | 94
Cc1nc2ccc(Cl)cn2c1-c1nnc(SCc2cc(F)ccc2F)o1
    · | 98 | 81 | 80 | · | 75 | 106 | 95

The results go on.
Order of values – MOLT-4 | A549/ATCC | EKVX | HOP-92 | RPMI-8226 | HOP-62 | CCRF-CEM | M14
NCCNCCN
    119 | 94 | · | 82 | 108 | 101 | 135 | 102
O=C1C(Cl)=C(Cl)C(=O)c2cc(Cl)c(Cl)cc21
    96 | 89 | 106 | 135 | 93 | 93 | 114 | 99
CCOC(=O)c1cc(C(=O)c2cc(OC)cc(OC)c2)n2ccc(-c3ccncc3)cc12
    108 | 89 | 105 | 87 | 87 | 89 | 80 | 102
CCC1([N+](=O)[O-])COC(c2ccccc2)OC1 (centres undefined)
    100 | 111 | 107 | 82 | 93 | 101 | 95 | ·
O=C1C2C3C=CC(C3)C2C(=O)N1CCOS(=O)(=O)OCCN1C(=O)C2C3C=CC(C3)C2C1=O (centres undefined)
    97 | 98 | 108 | · | 92 | 95 | 96 | 101
COc1cccc(-c2nc3sccn3c2-c2ccnc(NCCN3CCNS3(=O)=O)n2)c1
    75 | 94 | 96 | · | 92 | 107 | 70 | 18
Cc1ccc(NCC(=O)Cn2cc(COc3ccc(C=Nc4cnc5ccccc5c4)cc3)nn2)cc1C
    111 | 100 | 106 | 111 | 110 | 103 | 102 | 111
CCCCCc1ccc(S(=O)(=O)Nc2cccc(-c3csc(NCCN4CCN(C)CC4)n3)c2)cc1
    12 | 73 | 84 | 71 | -21* | 89 | 16 | ·
COc1ccc(CN2C(=O)C3C/C(=C\N(C)C)C(=O)N3C2N(C)C)c(OC)c1 (centres undefined)
    85 | 105 | 98 | 109 | 100 | 103 | 96 | 105
O=C(CN1CCN(c2cc(=O)[nH]c3ccc(F)cc23)CC1)Nc1ccccc1[N+](=O)[O-]
    89 | 96 | 96 | 90 | 94 | 97 | 97 | 102
CCCCCCc1cc(-c2cc(CCCCCC)[nH]n2)n[nH]1
    101 | 93 | 83 | 96 | 100 | 100 | 78 | 99
O=C1/C(=C\c2ccccc2O)Sc2ccc(Cl)cc21
    89 | 100 | 87 | 97 | · | 94 | 102 | 100
CCOC(=O)CC1CSC(=NCc2ccccc2)N1 (centres undefined)
    91 | 95 | 98 | 98 | 106 | 104 | 104 | 104
CC(C)C[C@H](N)C(=O)NS(=O)(=O)c1ccc(Br)c2ccncc12
    107 | 101 | 108 | 92 | 92 | 116 | 91 | 102
CCn1c(SCC(=O)c2ccc(Br)cc2)nnc1-c1ccncc1
    101 | 106 | 102 | 114 | 103 | 109 | 108 | 108
C/C(=C(\c1ccc(OCCN2CCOCC2)cc1)c1ccc(OC(=O)C2CCCCC2)cc1)c1ccc(Cl)cc1
    91 | 93 | 94 | 71 | 45 | 99 | -25* | 87
Cc1ccc(C)c(CCC(O)CCl)c1 (centres undefined)
    107 | 107 | 107 | 108 | 120 | 116 | 105 | 107
C/C(=C(/c1ccc(Cl)cc1)c1ccc(OCCN)cc1)c1ccccc1
    91 | 92 | 92 | 87 | 98 | 86 | 93 | 92
C=C(C)[C@@H]1CC[C@]2(C)[C@H](CC=C3[C@@H]4CC(C)(C)CC[C@]4(C(=O)N4CCN(C)CC4)CC[C@]32C)[C@@]1(C)CCC#N
    67 | 72 | · | 54 | 54 | 92 | 77 | 86
COc1ccc(/C=C(/c2ccccc2)[N+](=O)[O-])c(OC)c1
    6.9* | 7.9* | 36 | -25* | 1.5* | 4.2* | 7.9* | 5.1*

(cont.)
Order of values – MOLT-4 | A549/ATCC | EKVX | HOP-92 | RPMI-8226 | HOP-62 | CCRF-CEM | M14
COC(=O)[C@]12CC[C@@H](C)[C@H](C)[C@@H]1C1=CC[C@@H]3[C@@]4(C)C[C@@H](O)[C@H](O)[C@@](C)(CO)C4=CC[C@@]3(C)[C@]1(C)CC2
    -47* | -14* | -72* | -78* | -15* | -61* | -34* | -68*
COC(=O)c1cc(C)[nH]c2c(C)cc3nc4ccccc4c3c12
    43 | 84 | 69 | · | 30 | 81 | 50 | 98
Cc1nc2sc3c(c2c(C)c1Br)NC(c1ccccc1F)NC3=O (centres undefined)
    90 | 87 | 82 | 71 | 96 | 79 | 96 | 98
CCn1cc(C(=O)O)c(=O)c2cc(F)c(N3CCN(S(=O)(=O)c4cccc5ccccc45)CC3)cc21
    8.4* | 3.8* | · | -8.5* | 6.5* | 15 | 12 | 18
Cn1cc(-c2csc(-c3cn(C)c4ccc(Br)cc34)n2)c2cnccc21
    -59* | -75* | -79* | -91* | -37* | -79* | -38* | -80*
CN(Cc1ccccc1)c1nc(Cl)c(C2CC(c3ccc4c(c3)OCO4)=NN2c2ccccc2)s1 (centres undefined)
    85 | 91 | 89 | 90 | 97 | 88 | 92 | 87
O=S(=O)(O)c1ccc(N=NSc2ccc3ccccc3c2)cc1
    94 | 100 | 99 | 86 | 92 | 108 | 90 | 93
COc1cc(C=C2C(=O)NC(=O)NC2=O)cc(CN2CCCC2)c1O
    107 | 102 | 105 | 103 | 112 | 105 | 97 | 109
CN(C)c1ccc(NC(=O)C(c2ccccc2)c2ccccc2)cc1
    94 | 92 | 83 | 91 | 103 | 89 | 99 | 88
CC(C(=O)NCC1CCC2OCOC2C1)C1CCN(C(=O)C2CC3CCCCC3N2)CC1 (centres undefined)
    41 | 57 | 66 | 38 | 52 | 68 | 70 | 74
COC(=O)CSC1=C(C)C(=O)c2ccccc2C1=O
    38 | 104 | 92 | 86 | 47 | 100 | 54 | 102
COc1cc(NCCCCC(C)N)c2nccc(C)c2c1 (centres undefined)
    82 | 101 | 78 | 46 | 75 | 78 | 100 | 95
COc1cc(Cn2c(SCC(=O)NCc3ccc(S(N)(=O)=O)cc3)nc3ccccc3c2=O)cc(OC)c1OC
    96 | 93 | · | 95 | 104 | 84 | 103 | 104
CCCCNC(=O)NS(=O)(=O)c1ccc(N2N=C(c3ccc(F)cc3)CCC2=O)cc1
    96 | 99 | · | 90 | 104 | 98 | 99 | 98
CC1(C)CC(=O)C2=C(C1)N(c1ccc(F)cc1F)C(N)=C(C#N)C2c1cc(Br)ccc1F (centres undefined)
    89 | 79 | 95 | 119 | 81 | 90 | 92 | 85
O=C(Nc1ccc(F)cc1F)c1cc(I)ccc1O
    7.3* | 6.9* | 56 | -20* | -2.6* | 2.1* | 14 | 17
COc1cccc(C(=O)Nc2nc3ccc(Cl)cc3s2)c1
    84 | 74 | 81 | · | 84 | 104 | 81 | 103
COc1ccc(C2Nc3ccccc3C(=O)N2/N=C(\C)c2c(O)cc(C)oc2=O)cc1 (centres undefined)
    92 | 97 | 111 | 82 | 104 | 105 | 99 | 100
CCOC(=O)C1=C(C(=O)OCC)N(c2ccc(F)cc2)C(N)=C(C#N)C1c1cc(=O)[nH]c2ccccc12 (centres undefined)
    99 | 103 | 89 | 79 | 99 | 95 | 106 | 104
CCCCCCCCn1ccc2cc(NC(=O)CN3CCN(c4cc(C)nc(N5CCC(C)CC5)n4)CC3)ccc21
    59 | 80 | 83 | 49 | 67 | 82 | 73 | 75

Part of the list above, bar-delimited:
compound | MOLT-4 | A549/ATCC | EKVX | HOP-92 | RPMI-8226 | HOP-62 | CCRF-CEM | M14
Cc1ccc(-n2cc(-c3ccccc3)c3c(SCC(=O)N/N=C/c4ccccc4[N+](=O)[O-])ncnc32)cc1 | 98 | 98 | 82 | 88 | 117 | 95 | 111 | 108
COc1ccc(-c2ccnc3c(C#N)c(Nc4ccccc4)nn23)cc1OC | 85 | 85 | 99 | -0.1* | 78 | 87 | 94 | 117
N#Cc1c(-c2cc(=O)oc3ccc(Cl)cc23)nn(-c2ccccc2)c1N | 63 | 80 | 33 | 111 | 86 | 69 | 84 | 82
CC1(C(=O)OCc2ccccc2)C(=O)C2=C(CCCC2)N1c1ccc(F)cc1 (centres undefined) | 94 | 91 | 88 | 79 | 80 | 80 | 95 | 94
CC1(C)C=CC[C@]2(C)[C@H]3CC[C@@H]4[C@H]5[C@H](C(=O)/C=C/c6cccnc6)CC[C@]5(CO)CC[C@@]4(C)[C@]3(C)CC[C@@H]12 | -31* | -42* | -37* | -93* | -19* | -81* | -2.7* | -74*
CN1CCN(CCNC(=O)Nc2ncccc2OCc2cccc(Cl)c2)CC1 | 92 | 82 | 98 | 87 | 103 | 96 | 91 | 87
Cc1nn(-c2ccccc2)nc1C(=O)Nc1ccc2[nH]ncc2c1 | 84 | 99 | 97 | 92 | 84 | 123 | 91 | 106
Cc1nn(-c2ccccc2)c(-n2ccnc2)c1/C=N/Nc1nc(-c2ccc([N+](=O)[O-])cc2)cs1 | 61 | 76 | 70 | 37 | · | 102 | 78 | 98
Cc1cc(=O)oc2cc(OCCCOc3ccc(/C=C/C(=O)Nc4cccc(Cl)c4)cc3)ccc12 | 102 | 94 | 89 | 45 | 87 | 71 | 102 | 97

Later entries
Order of values – MOLT-4 | A549/ATCC | EKVX | HOP-92 | RPMI-8226 | HOP-62 | CCRF-CEM | M14
Cc1nc2c(c(N3CCCc4ccccc43)n1)CCC2
    · | 3.0* | 86 | 0.7* | 11 | 4.7* | 1.7* | -18*
O=C(Nc1ccccc1O)c1ccc(-n2nc(-c3ccccc3)c3ccccc32)cc1
    66 | 90 | 103 | 103 | 83 | 104 | 48 | 106
O=C1CCC/C=C\C[C@H]2C=C(Cl)C(=O)/C2=C/C[C@H](CCCCC(F)(F)F)OC(=O)CCC/C=C\C[C@H]2C=C(Cl)C(=O)/C2=C/C[C@H](CCCCC(F)(F)F)O1
    2.0*[7.5 µM] | -44*[7.5 µM] | 13[7.5 µM] | -58*[7.5 µM] | -15*[7.5 µM] | -30*[7.5 µM] | 3.1*[7.5 µM] | -62*[7.5 µM]
NC(=O)NC(=O)/C=C\C(=O)OCCOC(=O)/C=C\C(=O)NC(N)=O
    96 | 79 | 100 | 94 | 103 | 83 | 102 | 111
CCC(C(C)=O)c1ccccc1 (centres undefined)
    86 | 93 | 101 | 118 | · | 108 | 126 | ·
CCCCCCCC1CCC(=O)O1 (centres undefined)
    101 | 100 | · | 109 | 104 | 109 | · | 113
COc1cccc(-c2nn(-c3ccccc3)cc2-c2ccnc(NCCNS(=O)(=O)c3ccc(C(F)(F)F)cc3)c2)c1
    -17* | 14 | 29 | -11* | -4.8* | 36 | 8.2* | 14
Cc1ccc(NC(=O)NNc2ccc([N+](=O)[O-])cn2)cc1
    93 | 99 | 103 | 86 | 108 | 101 | 95 | 105
CCc1ccccc1-n1c(N)c(C#N)c(-c2ccc(N(C)C)cc2)c(C#N)c1=O
    117 | 99 | 90 | 68 | 75 | 106 | -31* | 101
